mIDH1 inhibitor = qHTS for Inhibitors of mutant isocitrate dehydrogenase 1 (IDH1): qHTS; IDH1-R132H enzyme, NADPH consumption, diaphorase/resazurin fluorescence; Potency, µM (titrated, usually from 76.6 µM), for the others: at the top dose activity change, negative = inhibition, hits mostly inhibitors; 0.093% of 390,000 active; AID 602179, 2012; also: potency is read from the fitted curve at half-maximal effect; % is scaled to controls: 0 for no effect and ±100 for the full control effect; nearly all actives have a fitted effect of over 65% in size
Target sequence (O75874 whole entry R132H, stated change not applied): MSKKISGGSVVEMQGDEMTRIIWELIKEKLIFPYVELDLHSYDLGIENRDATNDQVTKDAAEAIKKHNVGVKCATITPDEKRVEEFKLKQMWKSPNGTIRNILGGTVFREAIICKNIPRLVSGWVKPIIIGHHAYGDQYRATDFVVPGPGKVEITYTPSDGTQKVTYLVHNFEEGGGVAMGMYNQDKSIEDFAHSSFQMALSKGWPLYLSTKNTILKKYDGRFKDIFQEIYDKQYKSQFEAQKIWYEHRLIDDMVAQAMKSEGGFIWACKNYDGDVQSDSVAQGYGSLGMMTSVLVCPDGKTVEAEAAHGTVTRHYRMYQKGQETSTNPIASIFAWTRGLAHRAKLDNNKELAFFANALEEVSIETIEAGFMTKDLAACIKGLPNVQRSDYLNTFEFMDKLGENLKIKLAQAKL
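IDH1-R132H (0.5 ug/mL) preincubated 30 min with compound, then NADPH (0.016 mM) and alpha-KG (2 mM) added; 80 min at RT, pH 7.5. Remaining NADPH coupled via diaphorase/resazurin to fluorescence (540/590 nm); concentration-response curves normalized to no-enzyme control.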
Vif-A3F inh = qHTS for Inhibitors of Vif-A3F Interactions: qHTS; HeLa A3F-eYFP + Vif (tagged APOBEC3F with the HIV-1 protein that degrades it), YFP fluorescence increase; Potency, µM (titrated, usually from 46.1 µM), for inactives: top-dose activity, negative = active; 0.2% of 390,000 active; AID 602313, 2012; also: potency is read from the fitted curve at half-maximal effect; % of control where 0% means no effect; nearly all actives have a fitted effect of over 65% in size
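HeLa cells stably expressing A3F-eYFP plus Vif, plated and incubated overnight at 37 deg C, then exposed to compounds overnight at 37 deg C. Blocked degradation read as raised yellow fluorescence (Ex 488/Em 500-530).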
USP1-UAF1 inh = Inhibitors of USP1/UAF1: Primary Screen; Ubiquitin carboxyl-terminal hydrolase 1 (Homo sapiens), O94782; recombinant USP1/UAF1, Ub-Rhodamine cleavage fluorescence; Potency, µM (series often up to 57.1 µM), for the others: at the top dose activity change, negative = inhibition, usual class: inhibitors; 0.23% of 390,000 active; also: potency is read from the fitted curve at half-maximal effect; % is scaled to controls: 0 for no effect and ±100 for the full control effect; nearly all actives have a fitted effect of over 60% in size; inactives centre near -12
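High-throughput fluorogenic screen: 1nM USP1/UAF1 complex, Ub-Rho substrate 150nM final, 50mM HEPES pH 7.8 with 0.5mM EDTA, 0.1 mg/ml BSA, 1mM TCEP and 0.01% Tween-20.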
LDHA block = qHTS assay for inhibitors of human lactate dehydrogenase. AID 1347041, 2019. L-lactate dehydrogenase A chain (Homo sapiens), P00338. purified LDHA, NADH/diaphorase-resazurin fluorescence; stronger effect = lower value. activity change, % (values are at about 110 or 230 µM). 0.15% of 480,000 active; in the data active = activity change below about -30%; inconclusive = mostly about -25% to -30%;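 also: plate controls were DMSO wells for no effect and wells without enzyme for full effect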
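LDH5 2 nM; NADH 0.06 mM, pyruvate 0.2 mM; 200 mM Tris pH 7.4, EDTA, Tween-20; 5 min RT. Detection: diaphorase 0.133 mg/mL + resazurin 37 µM, fluorescence ex540/em590 at 0 and 20 min; normalized to enzyme-free and DMSO wells.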
PI4K2A inh = qHTS for small molecular inhibitors of PI4K2A | activity change, negative = inhibition, % at 76.9 µM | purified PI4K2A, ADP-Glo luminescence, 1 h; stronger effect = lower value | 0.13% of 420,000 active | Phosphatidylinositol 4-kinase type 2-alpha (Homo sapiens), Q9BTU6; in the data active = activity change below about -50%; inconclusive = mostly about -30% to -49%;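 also: -100% = wells without enzyme as full effect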
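ADP-Glo luminescence measured ADP generated by PI4K2A enzyme (4 ug/mL before mixing) with 1.2 mM PI substrate (pre-mix) and 300 microM ATP (pre-mix). Tris pH7.5 buffer with MgCl2, Triton X-100; 1 h reaction at ambient temperature.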
RXFP1 agonist = qHTS Assay for Agonists of the Relaxin Receptor RXFP1. Potency, µM (highest dose often 57.5 µM), inactives show at the highest dose activation, usual class: activators. AID 2676, 2010. HEK293T-RXFP1 cAMP TR-FRET, 30 min; response scale: percent of porcine relaxin response, buffer zero. 0.3% of 370,000 active; also: potency is read from the fitted curve at half-maximal effect; % is scaled to controls: 0 for no effect and ±100 for the full control effect; nearly all actives have a fitted effect of over 60% in size; many of its hits are not listed in these tables
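Agonist response is measured as cAMP accumulation in an RXFP1-transfected HEK293T line under PDE4 inhibition. Values are scaled between buffer-only and 29 nM porcine relaxin, and EC50s come from standard Hill equation fits.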
Vif-A3G inh = qHTS for Inhibitors of Vif-A3G Interactions: qHTS; HeLa A3G-eYFP + Vif (tagged APOBEC3G with the HIV-1 protein that degrades it), YFP fluorescence, overnight; Potency, µM (top dose mostly 46.1 µM), for the others: at the top dose activity, negative = active, usual class: inhibitors; 0.076% of 410,000 active; AID 602310, 2012; DNA dC->dU-editing enzyme APOBEC-3G (Homo sapiens), Q9HC16;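 also: potency is read from the fitted curve at half-maximal effect; % is scaled to controls: 0 for no effect and ±100 for the full control effect; nearly all actives have a fitted effect of over 60% in size; hits raise eYFP signal because A3G escapes Vif-driven loss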
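HeLa cells stably expressing Vif and C-terminally eYFP-tagged A3G, seeded overnight at 37 deg C, then exposed to compound by pintool overnight at 37 deg C. Rise in yellow fluorescence (Ex 488/Em 500-530, Acumen) marks blocked Vif-driven A3G degradation.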
GRP78 ERSR act = qHTS for Inducers of the Endoplasmic Reticulum Stress Response (ERSR) in Human Glioma: qHTS | U87-MG GRP78 promoter luciferase reporter, 16 h | Potency, µM, for inactives: top-dose activation, usual class: activators | 0.02% of 420,000 active; also: potency is read from the fitted curve at half-maximal effect; series mostly up to about 76 µM; % of control where 0% means no effect; nearly all actives have a fitted effect of over 35% in size
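Stably transfected U87-MG human glioma cells carrying a GRP78-based luminescent sensor were seeded at 1000 cells/well, pin-dosed with compounds and incubated 16 h. Luciferase reagent was then added, and end-point luminescence was read after 10 min at room temperature.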
TrxR1 substrate = qHTS Assay for Substrates of Mammalian Selenoprotein Thioredoxin Reductase 1 (TrxR1): qHTS; Potency, µM (highest dose often 114 µM), for the others: top-dose activity change, negative = substrate turnover; purified TrxR1 substrate turnover, NADPH consumption readout; Thioredoxin reductase 1, cytoplasmic (Rattus norvegicus), O89049; 0.01% of 390,000 active; also: potency is read from the fitted curve at half-maximal effect; % is scaled to controls: 0 for no effect and ±100 for the full control effect; nearly all actives have a fitted effect of over 50% in size
Target sequence (O89049 whole entry, looked up): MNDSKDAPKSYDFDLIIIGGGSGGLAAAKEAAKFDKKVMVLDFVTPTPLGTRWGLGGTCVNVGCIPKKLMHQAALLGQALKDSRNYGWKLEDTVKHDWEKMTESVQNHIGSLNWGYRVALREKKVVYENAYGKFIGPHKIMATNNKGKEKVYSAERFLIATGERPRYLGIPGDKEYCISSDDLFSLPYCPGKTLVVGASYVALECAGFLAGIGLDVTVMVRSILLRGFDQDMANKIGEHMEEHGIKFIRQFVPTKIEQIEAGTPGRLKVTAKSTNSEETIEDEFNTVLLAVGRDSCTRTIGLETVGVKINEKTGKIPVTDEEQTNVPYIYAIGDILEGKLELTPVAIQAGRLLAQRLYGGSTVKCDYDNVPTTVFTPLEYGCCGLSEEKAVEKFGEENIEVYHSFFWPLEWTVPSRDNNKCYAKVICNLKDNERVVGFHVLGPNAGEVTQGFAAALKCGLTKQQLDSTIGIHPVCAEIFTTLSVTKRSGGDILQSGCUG
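Rat TrxR1, dispensed at 90 nM, was prereduced with 400 uM NADPH (final) for 5 min at ~22 deg C, then incubated with compound 15 min before 400 uM selenite. A first-read NADPH fluorescence drop versus no-compound background flagged substrates.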
The depositor's hits bear a star; ? = inconclusive; . = not tested or not shown; & = joins results of further samples; [ ] = dose if it differs, or a comment. Unless noted, calls follow the shape of the dose curve; as a rule, active = well fitted curve in the direction sought with a large enough effect; inconclusive = small, poorly fitted or top-dose-only effect, or another doubt; inactive = no such curve, though single readings can be large; an effect the other way counts as inactive or inconclusive. Some of the compounds tested; count on the stated rates, not on these rows.

Values run as follows: mIDH1 inhibitor	Vif-A3F inh	USP1-UAF1 inh	LDHA block	PI4K2A inh	RXFP1 agonist	Vif-A3G inh	GRP78 ERSR act	TrxR1 substrate
- CCOC(=O)CSc1nnc(CNC(=O)c2cc(OCC)c(OCC)c(OCC)c2)n1C
 : 6%	2%	-13%	-2	2	1.7%	1%	-1%	9%
- CN(Cc1cnn(C)c1)C(=O)c1ccc(OC2CCN(CCc3ccccc3)CC2)cc1
 : 18%	-6%	-3%	-2	5	0.6%	3%	-1%	11%
- O=C1C2C3C=CC(C3)C2C(=O)N1c1ncc([N+](=O)[O-])s1 (stereo not drawn)
 : 0%	-7%	-31%	-11	0	.	2%	-3%	-5%[57.1 µM]
- COCCCNCCOc1ccc(C)cc1[N+](=O)[O-]
 : 2%	3%	-18%	-12	-3	-0.3%	?	-4%	0%
- COCCCNC(=O)Cn1c(=O)n(-c2cccc(C)c2)c(=O)c2c3c(sc21)CN(C(C)=O)CC3
 : -5%	-4%	6%	-5	-3	0.8%	-1%	0%	0%
- Cc1ccc(O)c(C2=NOC(O)(C(F)(F)C(F)F)C2)c1 (stereo not drawn)
 : -5%	1%	-18%	5	10	-0.7%	0%	0%	-4%[57.1 µM]
- O=C(CSc1ccccc1)N(c1ccc(Br)cc1)c1nccs1
 : 8%	-6%	-12%	0	-5	0.3%	-11%	8%	3%
- O=C(Cn1nc(-c2ccccc2)ccc1=O)Nc1ccc(-n2cnnn2)cc1
 : 1%	8%	-16%	-6	-16	-4.2%	1%	-4%	8%
- O=C(COC(=O)Cc1ccccc1F)Nc1ccc(SC(F)F)cc1
 : 4%	-14%	-19%	-5	2	-1.1%	0%	-1%	-5%[57.1 µM]
- O=C(CSc1nncn1-c1ccccc1F)NC1CCCCC1
 : 2%	-14%	-2%	-9	-8	3.3%	-2%	5%	11%
- COc1cc(C2N(c3ccccc3)CCN2c2ccccc2)cc(OC)c1OC
 : 19%	-2%	-7%	28	-6	0.7%	-1%	0%	3%[57.1 µM]
- O=C(NCCc1ccc(F)cc1)c1cccc2c1C(=O)c1ccc(N3CCC(Cc4ccccc4)CC3)cc1S2(=O)=O
 : -2%[38.3 µM]	?	.	0	4	.	?	-6%	-11%
- COc1ccccc1NS(=O)(=O)c1cc(NC(=O)c2cc3ccccc3oc2=O)ccc1C
 : 11%	-13%	-19%	-1	-4	-0.4%	1%	-1%	-3%
- O=C(Oc1ccc2c(-c3ccccc3)cc(=O)oc2c1)c1cccs1
 : 8%	1%	-17%	-5	23	5.3%	-4%	-6%	4%
- COc1ccc(NC(=S)N2CCC(Cc3ccccc3)CC2)cc1OC
 : 0%	1%	-22%	0	-12	1.2%	-1%	-2%	-5%
- CCOC(=O)Cn1c(S(=O)(=O)Cc2ccc(F)cc2)nc(-c2ccccc2)c1-c1ccccc1
 : 8%	-17%	-16%	-5	-2	-0.5%	-3%	-1%	5%[57.1 µM]
- COC(=O)c1ccc(NC(=O)COc2cccc(-n3cnnn3)c2)cc1
 : -6%	-15%	-17%	-13	-2	1.5%	-1%	-3%	-11%
- O=C(c1cccs1)N1CCCC(c2nc3c(nnn3Cc3ccc(F)cc3)c(=O)[nH]2)C1 (stereo not drawn)
 : -3%	-1%	-15%	-6	-13	-1.5%	-4%	2%	0%
- CCCCNc1c(-c2ccc(OC)c(SC(C)CC)c2)nc2cc(C)ccn12 (stereo not drawn)
 : 0%	0%	?	2	-1	.	1%	-7%	35%[activator]
- O=C(c1ccccc1Cl)n1nc(-c2ccco2)nc1NCc1cccs1
 : -12%	4%	-19%	-9	4	0.5%	1%	-2%	2%
- COc1ccc(N2CC(C(=O)Nc3ccc(NC(C)=O)cc3)CC2=O)cc1 (stereo not drawn)
 : 4%	-2%	-18%	-12	-1	0.3%	-6%	-1%	5%
- COCCNC(=O)C1(C)CCCN(C(=O)c2cc(F)ccc2C)C1 (stereo not drawn)
 : .	.	.	-6	-4	.	1%	-2%	.
- CCO[C@H]1OC(C(=O)N2CCN(C)CC2)=C[C@@H](c2ccc(C(F)(F)F)cc2)[C@@H]1CCCO
 : -5%	-4%	-12%	0	0	1.4%	-4%	-2%	6%
- CN1CCN(CC(=O)Nc2ccccc2Oc2ccccc2)CC1
 : -4%	-2%	-14%	-2	3	-1.4%	1%	-3%	-8%
- O=[N+]([O-])c1ccccc1S(=O)(=O)Nc1cccc(-c2ccc3nncn3n2)c1
 : -5%	-14%	-7%	0	-13	?	-12%	-3%	1%
- CCOc1ccc(NC(=O)[C@@H](c2ccccc2)N2Cc3ccccc3C2=O)cc1
 : -10%	-7%	-25%	-4	1	1.3%	-4%	-2%	3%
- Cc1nc2ccccc2c(=O)n1/N=C/c1ccccc1F
 : -5%	-10%	-16%	0	0	4.0%	-2%	4%	3%
- O=C(NCC(c1cccs1)N1CCOCC1)c1ccccc1NS(=O)(=O)c1cc([N+](=O)[O-])ccc1Cl (stereo not drawn)
 : 1%	1%	-12%	-5	2	0.4%	-1%	-7%	5%[57.1 µM]
- COc1ccc(-n2nc3c(c2NC(=O)c2ccc(Br)cc2)CS(=O)C3)cc1 (stereo not drawn)
 : 1%	-1%	?	-14	-8	0.2%	-2%	-5%	4%
- Fc1ccc(/C=N/Nc2nc(-c3cccnc3)nc3ccccc23)cc1
 : 7%	?	-1%	-4	-1	-3.7%	?	2%	-8%
- CCCCSc1nnc([C@@H](NC(=O)OC(C)(C)C)C(C)C)o1
 : 8%	-7%	-7%	-4	1	2.5%	0%	-3%	-14%
- CN(CCC#N)C(=S)NC(=O)c1ccc(S(=O)(=O)N2CCOCC2)cc1
 : -4%	-7%	-5%	-13	4	0.9%	-4%	1%	-6%[57.1 µM]
- COc1ccccc1NC(=O)Nc1nnc(CC(=O)Nc2cccc(C)c2)s1
 : 0%	-15%	-12%	0&-16	1	-2.6%	-7%	2%	5%
- COc1ccccc1-c1ccc(SCc2cccc(F)c2)nn1
 : 2%	5%	-16%	3	2	-1.0%	4%	2%	-12%
- CCC(C)Sc1nnc(-c2c[nH]c3ccccc23)n1CCOC (stereo not drawn)
 : 10%	-5%	-3%	5	4	1.7%	1%	-2%	9%[57.1 µM]
- CC(=O)Nc1cccc(NC(=O)CSc2nccn2Cc2ccco2)c1
 : 2%&17%	6%&7%	-12%&-9%	-12&4	-1&4	1.7%&2.0%	1%&12%	0%&-1%	0%
- O=C(Cc1coc(-c2ccc(F)cc2)n1)NC1CCCCC1
 : 2%	2%	-19%	-10	-4	0.8%	-4%	-3%	10%[57.1 µM]
- COc1ccccc1Cc1nc2ccccc2nc1SCC(=O)NCc1ccccc1Cl
 : -4%	1%	?	-10	5	11%	6%	-1%	2%[57.1 µM]
- CCN1C(=O)CC(c2ccco2)Sc2ccccc21 (stereo not drawn)
 : 6%	-1%	6%	-9	-2	-0.4%	2%	-3%	6%
- O=C(CCCc1nc2ccccc2s1)NC1CCOC1=O (stereo not drawn)
 : -7%	0%	-3%	0	1	0.2%	-5%	-3%	5%
- CN1C(=O)c2ccccc2N(C)C1c1ccc(F)cc1 (stereo not drawn)
 : 6%	-10%	-15%	-1	-1	2.8%	-5%	1%	95%[activator][57.1 µM]
- CCNC(=S)N(Cc1cc2cc(C)ccc2[nH]c1=O)C1CCCC1
 : -1%	0%	-2%	-4	-8	-2.1%	-7%	6%	-7%
- CCCCc1c(C)[nH]c(C(=O)OCC)c1C
 : 7%	-7%	?	0	2	2.4%	-5%	-2%	1%[57.1 µM]
- CCOC(=O)c1c(C)oc(=O)c(CC)c1O
 : -11%	0%	-5%	-15	-3	.	-1%	-2%	.
- COc1ccccc1OCCn1cc(C(=O)O)c2ccccc21
 : 5%	-6%	-10%	-2	-1	-1.0%	1%	-1%	-12%[57.1 µM]
- Cc1ccc(S(=O)(=O)NCC(=O)N2CCN(c3ccccc3F)CC2)cc1
 : 3%	-7%	5%	-2	2	-0.9%	-1%	-3%	-10%
- CC(=O)c1sc(NC(=O)c2ccc(Cn3cc(Br)cn3)o2)nc1C
 : 4%	-8%	-10%	2	-3	1.8%	-8%	3%	-3%
- Cc1c(CCOC(=O)c2cc([N+](=O)[O-])ccc2Cl)sc[n+]1CCCCS(=O)(=O)[O-]
 : 10%	3%	-12%	-3	-1	?	-1%	-3%	6%[57.1 µM]
- O=C(CCC(=O)c1ccc(Br)cc1)Nc1cccc(C(F)(F)F)c1
 : 8%	.	-5%	-4	1	-2.3%	-2%	-3%	?
- COc1ccc2[nH]c(C(=O)O)c(NC(=O)c3cc(OC)c(OC)c(OC)c3)c2c1
 : -10%	4%	-21%	-10	-3	0.1%	-5%	1%	-4%
